Screens deposited in PubChem by several laboratories.
DNMT1 inh = inhibitors of human DNMT1. P26358. DNMT1 molecular beacon, Hinp1I cleavage, fluorescence. inhibition (reported as % activation of signal), % at 10 µM. 0.83% of 360,000 active; in the data active means inhibition above about 50%
Scp-1 inhibitor = Scp-1 (human) phosphatase inhibition | Q9GZU7 | Recombinant Scp1, phosphopeptide, malachite green phosphate absorbance | inhibition, % at 20 µM | 0.88% of 340,000 active | AID 493091;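 active means inhibition above about 50% at 20 µM, limit read from the data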;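 further: plate controls were DMSO wells with enzyme for no effect and wells lacking enzyme for full effect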
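Assay system: SCP-1 catalytic fragment, aa 76-261 | Buffer or medium: Tris acetate buffer pH 5.5 with MgCl2 and Tween-20 | Compound: One concentration, 20 µM, with 1.0% DMSO | Also added: Phospho 17-mer peptide substrate | Signal: Absorbance at 630 nm | Incubation: 45 min enzyme reaction at room temperature | Measure: % inhibition of SCP-1 phosphate liberation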
LMPTP inh = blocks human LMPTP phosphatase. P24666. recombinant LMPTP-A, OMFP fluorogenic substrate, fluorescence intensity. inhibition, % at 20 µM. 0.22% of 360,000 active;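 active means compounds that cut the enzyme signal by at least half of the control window in the single-dose screen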;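 further: plate controls were DMSO wells with enzyme plus substrate for no effect and substrate without enzyme for full effect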
Target sequence (P24666 whole entry, looked up): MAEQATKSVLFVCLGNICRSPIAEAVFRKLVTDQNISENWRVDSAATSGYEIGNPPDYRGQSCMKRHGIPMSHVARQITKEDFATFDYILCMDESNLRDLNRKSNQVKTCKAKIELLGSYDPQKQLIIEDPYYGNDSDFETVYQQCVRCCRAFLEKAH
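Test system: LMPTP-A, protein tyrosine phosphatase of low molecular weight; Input: 0.625 nM enzyme; Incubation: 50 min dark incubation at room temperature; Signal: endpoint fluorescence intensity from OMFP dephosphorylation; Read-out basis: % inhibition versus control wells.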
STEP inh = inhibitors of human striatal-enriched phosphatase STEP. recombinant STEP, OMFP fluorogenic substrate, fluorescence. inhibition, % at 20 µM. 0.25% of 360,000 active;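 active means inhibition at 20 µM, scaled per plate between control wells, above about 37%, limit read from the data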;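 further: 0% = DMSO with enzyme and substrate and 100% = substrate only without enzyme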
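Also added – OMFP at 25 µM · Test system – STEP tyrosine phosphatase · Technique – FITC-channel fluorescence of OMFP product · Schedule – 20 min at room temperature, dark · Evaluation – control-normalized % inhibition with plate pattern correction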
TbMetRS inhib = Trypanosoma brucei MetRS inhibition | AID 624268 | 0.4% of 360,000 active | purified T. brucei MetRS, ATP depletion, Kinase-Glo luminescence | inhibition, % at 11.9 µM;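 active means inhibition above a per-plate cutoff of the control wells' mean inhibition plus 3 SD, cut at about 5.5% in these data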;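 further: 0% = DMSO wells median and 100% = median of wells with control inhibitor compound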
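assay system = parasite MetRS enzyme | timing = 15 min preincubation, 2 h reaction, all 25 °C | evaluation = percent inhibition relative to median high and low control wells | medium = HEPES buffer containing pyrophosphatase, BSA, spermine, DTT | compound = single dose, 11.9 µM final nominal, 0.9% final DMSO | detection = Kinase-Glo luminescence, ATP depletion format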
NRP1-CendR mod = alters CendR peptide binding to human NRP-1. O14786. 0.85% of 360,000 active. inhibition, % at 25 µM. AID 602438. FAM-RPARPAR peptide binding to NRP-1, fluorescence polarization;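 active means inhibition or corrected inhibition above about 18%, plus a signal ratio from 0.5 to 1.5, limit read from the data, passing the limit was not always enough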; further: strong numbers were not always called active
Target sequence (O14786 whole entry, looked up): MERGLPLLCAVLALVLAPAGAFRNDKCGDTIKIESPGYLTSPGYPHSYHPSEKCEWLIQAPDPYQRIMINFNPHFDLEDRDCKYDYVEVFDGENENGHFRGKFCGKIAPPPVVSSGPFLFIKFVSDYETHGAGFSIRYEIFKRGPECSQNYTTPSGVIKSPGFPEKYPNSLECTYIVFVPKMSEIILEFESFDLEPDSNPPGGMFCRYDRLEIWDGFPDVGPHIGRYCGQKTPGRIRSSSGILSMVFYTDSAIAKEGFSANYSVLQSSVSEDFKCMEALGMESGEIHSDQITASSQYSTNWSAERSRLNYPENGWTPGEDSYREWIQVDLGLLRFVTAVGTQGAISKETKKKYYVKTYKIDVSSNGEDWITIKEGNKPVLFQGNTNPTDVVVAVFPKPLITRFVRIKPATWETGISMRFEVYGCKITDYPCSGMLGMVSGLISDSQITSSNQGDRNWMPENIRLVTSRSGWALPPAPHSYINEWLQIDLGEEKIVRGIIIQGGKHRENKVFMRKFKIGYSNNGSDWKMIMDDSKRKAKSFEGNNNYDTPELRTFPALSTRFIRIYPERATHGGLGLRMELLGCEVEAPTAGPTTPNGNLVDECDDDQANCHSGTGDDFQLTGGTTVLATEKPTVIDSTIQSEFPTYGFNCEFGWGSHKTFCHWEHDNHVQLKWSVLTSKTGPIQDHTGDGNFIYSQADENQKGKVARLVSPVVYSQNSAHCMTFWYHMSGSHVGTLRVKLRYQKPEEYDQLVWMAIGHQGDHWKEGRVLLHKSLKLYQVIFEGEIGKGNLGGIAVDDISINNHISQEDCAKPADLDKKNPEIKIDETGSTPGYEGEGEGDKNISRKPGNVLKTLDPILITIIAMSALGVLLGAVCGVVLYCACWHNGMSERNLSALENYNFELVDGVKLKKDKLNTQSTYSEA
Neddyl block = cullin neddylation inhibition; TR-FRET cullin neddylation, biochemical; AID 651699; calls only at 25 µM; 0.58% of 360,000 active; in the data active means inhibition above about 36%
NadD block = NadD (S. aureus) enzyme inhibition | purified NadD enzyme, colorimetric absorbance read-out | inhibition, % at 20 µM | 0.78% of 360,000 active | AID 602399; in the data active means inhibition above about 26%; further: some compounds past the cut are filed as inactive
SUMO1 PPI mod = modulators of human SUMO1-mediated protein-protein interactions; inhibition, % at 20 µM; 0.33% of 360,000 active; SUMO1 binding to a labelled peptide, TR-FRET, 1 h; P63165; in the data active means inhibition above about 37%
SKN-1 inh = blocks SKN-1 activity in C. elegans; C. elegans VP596 Pgst-4::GFP/RFP ratio, acrylamide-induced, 24 h; inhibition, % at 21.8 µM; 0.49% of 360,000 active;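 active means interference check ratio from 0.5 to 1.5 plus GFP to RFP signal ratio inhibition reaching or exceeding a fixed threshold, cut at about 30% in these data, passing the limit was not always enough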; further: some compounds called inactive have numbers as strong as hits
* marks the source's active call; other numbers are inactive results; i = inactive; / = not tested or not shown; + = active, no number.

Below each compound – DNMT1 inh	Scp-1 inhibitor	LMPTP inh	STEP inh	TbMetRS inhib	NRP1-CendR mod	Neddyl block	NadD block	SUMO1 PPI mod	SKN-1 inh
COc1ccc(-c2cnc3c(NC(C)=O)cc(-c4ccsc4)cn23)cc1OC
    -4	/	0.8	2	-0.1	-87	/	0	-4	-14
CCOC(=O)C1C(c2cccs2)NC(=O)NC1(O)C(F)(F)F (stereo not drawn)
    2	4	-0.3	-4	-0.6	-7	i	-1	1	5
CC(C)C(=O)Nc1nnc(Sc2ccc(N(C)C)cc2)s1
    12	-1	-0.8	7	-0.9	5	i	-2	-3	-23
CCOC(=O)c1c(C)[nH]c(C(=O)COC(=O)c2ccccn2)c1C
    -5	-5	-0.7	-4	0.5	-19	i	1	1	7
COc1cc2ccnc(Cc3cccc(OC)c3OC)c2cc1OC
    -5	2	0.5	2	-0.9	-6	i	-1	5	-8
Cc1cc(C)cc(Oc2ccc(S(=O)(=O)N3CCN(C)CC3)cn2)c1
    -1	-4	0.3	1	-0.4	-10	i	-4	3	12
CCN(CC)S(=O)(=O)c1cccc(-c2n[nH]c(=S)n2/N=C/c2ccc(OC(F)F)cc2)c1
    -1	3	0.6	1	-0.2	-1	i	13	2	1
NC(=O)CSc1nnc(-c2ccccc2)c(-c2ccccc2)n1
    1	-13	-0.2	5	0.0	-2	i	-1	-24	4
O=C(c1ccccc1)c1nc[nH]c1C(=O)Nc1ccccc1
    1	-2	-3.7	3	-0.2	11	i	1	1	7
CCC(C)c1ccc(NC(=S)NC(C)C2CCCO2)cc1 (stereo not drawn)
    -3	-14	0.5	1	0.0	7	i	-2	-1	2
CCOc1ccc(CCNC(=O)c2cc3c(s2)CS(=O)(=O)C3)cc1OCC
    -4	1	-1.5	-1	-0.2	6	i	1	16	17
COc1ccc(N2CCN(C(=O)CN(C)S(=O)(=O)c3cccs3)CC2)cc1
    -1	-3	-0.3	0	0.0	8	i	1	0	2
Cc1ccc(NC(=O)CN2CCN(C(=O)C3CC3)CC2)c(F)c1
    16	/	0.2	-2	-0.6	-5	i	3	5	5
CCS(=O)(=O)N1CCN(C(=O)c2ccco2)CC1
    1	-5	-0.1	-7	-0.3	4	i	-1	-2	-6
CC(C)(C)NC(=O)C(c1ccc(F)cc1)N(Cc1cccs1)C(=O)c1ccc(CN2CCOCC2)o1 (stereo not drawn)
    -3	6	0.0	-3	-1.4	4	i	3	-4	-20
CCOC(=O)N/N=C/c1ccc(F)cc1F
    0	-3	-1.5	-4	0.0	-11	i	-1	0	8
Cc1[nH]nc2c1C(c1cc(Br)cs1)C(C#N)=C(N)O2 (stereo not drawn)
    -1	-2	-2.0	-1	0.6	-5	i	8	-3	7
O=C(Nc1ccc2c(c1)OCCO2)c1ccccc1
    2	-6	-0.4	0	-1.7	0	i	-9	-2	-11
CC(OC(=O)C1=COCCO1)C(=O)c1ccc(Br)cc1 (stereo not drawn)
    -3	1	0.5	2	-0.4	7	i	-4	3	-5
O=C(N/N=C/c1ccc(-c2ccc(Cl)c(C(=O)O)c2)o1)c1cc2c(ccc3ccccc32)o1
    32	89*	7.8	28	-1.1	-157	/	39*	21	-5

Some of these compounds in order of the DNMT1 inh value, high to low.
canonical_smiles	DNMT1 inh	Scp-1 inhibitor	LMPTP inh	TbMetRS inhib	NRP1-CendR mod	Neddyl block	NadD block	SUMO1 PPI mod	SKN-1 inh
O=C(N/N=C/c1ccc(-c2ccc(Cl)c(C(=O)O)c2)o1)c1cc2c(ccc3ccccc32)o1	32	89*	7.8	-1.1	-157	/	39*	21	-5
Cc1ccc(NC(=O)CN2CCN(C(=O)C3CC3)CC2)c(F)c1	16	/	0.2	-0.6	-5	i	3	5	5
CCN(CC)S(=O)(=O)c1cccc(-c2n[nH]c(=S)n2/N=C/c2ccc(OC(F)F)cc2)c1	-1	3	0.6	-0.2	-1	i	13	2	1
CC(OC(=O)C1=COCCO1)C(=O)c1ccc(Br)cc1 (stereo not drawn)	-3	1	0.5	-0.4	7	i	-4	3	-5

Next records
Below each compound – DNMT1 inh	Scp-1 inhibitor	LMPTP inh	STEP inh	TbMetRS inhib	NRP1-CendR mod	Neddyl block	NadD block	SUMO1 PPI mod	SKN-1 inh
COc1cccc(CNc2cnc3ccccc3c2)c1O
    -7	-1	0.8	1	0.7	-7	i	3	-6	6
COc1cccc(NC(=O)CC2C(=O)NC3CCCCC3N2C(=O)c2ccc(F)cc2)c1 (stereo not drawn)
    3	-2	0.1	-4	-0.3	-3	i	6	0	-7
COc1ccc(CNC(=O)c2cccc3c(-c4ccc(F)c(F)c4)coc23)cc1OC
    -6	/	7.2	4	-0.2	-6	i	-10	1	-12
CCC(CC)COC(=O)C1=C(C)NC(=O)NC1c1ccc([N+](=O)[O-])cc1 (stereo not drawn)
    5	-4	3.0	-2	0.6	-5	i	-3	-9	15
Cc1cccc2cc(COC(=O)C(C)(C)C)c(=O)[nH]c12
    -4	-2	-0.4	0	0.5	3	i	-2	1	14
O=C(Nc1ccon1)c1sc2ccccc2c1Cl
    -1	-6	-2.0	2	-0.3	-7	i	-1	-12	2
CC1Cc2ccccc2N1C(=O)CSc1nnc(-c2ccc(S(=O)(=O)N3CCCC3)cc2)n1C (stereo not drawn)
    3	4	1.2	-1	-0.8	1	i	2	-3	-4
CCCOC(=O)C1C2C=C[C@]3(CN(CCc4ccccc4)C(=O)[C@H]13)O2 (stereo partly drawn)
    -1	-2	-0.1	-4	-1.2	16	i	-3	1	2
COc1cccc(C(=O)O/N=C(\C)c2cnccn2)c1
    1	-2	-0.5	3	-0.7	-5	i	0	3	-3
COc1ccccc1N1CCN(C(CNC(=O)c2ccc3c(c2)OCO3)c2cccnc2)CC1 (stereo not drawn)
    1	-7	-0.8	-2	-0.8	29*	i	0	-4	0
O=C1NC[C@H](CCCCN2C[C@H](Cc3ccc(O)cc3)N(CCC3CCCCC3)C(=O)C2=O)N(CCC2CCCCC2)C1=O
    /	/	3.2	/	-0.6	-17	i	23	6	-3
COc1ccc(OCC(=O)Nc2ccc3c(c2)nc2n3CCSC2)cc1
    -4	-1	0.1	-4	-0.7	-16	i	12	5	-3
O=C1c2ccncc2C(=O)N1Cc1cccc(Cl)c1
    -1	-10	-1.7	-5	-0.2	-7	i	1	-12	-7
COc1cc(CCC(=O)Nc2ncc(C)s2)cc(OC)c1OC
    0	-3	-0.4	-2	0.0	-2	i	-1	6	10
O=C(Nc1ccc(C(=O)N2CCCCC2)cc1)c1cccs1
    7	-7	1.9	68*	-2.3	-7	i	-6	-17	8
Cc1cc(C)n2nc(SCC(=O)Nc3c(C)n(C)n(-c4ccccc4)c3=O)nc2n1
    1	-10	-1.5	0	0.5	4	i	2	2	-3
O=C(NCc1ccccc1)c1nccnc1CO
    0	-19	-1.0	0	-0.1	2	i	-7	1	23
COC(=O)c1ccc2nc(-c3ccc(F)cc3)c(Cc3cccc(F)c3)n2c1
    /	/	3.0	/	-0.2	-13	/	0	2	20
CCOC(=O)Cc1csc(NC(=O)COc2ccc3c(C)cc(=O)oc3c2)n1
    0	14	3.5	8	-0.5	-17	/	6	13	3
C[C@H]1CN([C@@H](C)CO)S(=O)(=O)c2ccc(-c3ccncc3)cc2O[C@H]1CN(C)C(=O)c1cccc(F)c1
    4	/	0.1	-1	0.5	3	i	-3	0	-15

The last two compounds of the section above are carried over, then new ones follow.
Below each compound – DNMT1 inh	Scp-1 inhibitor	LMPTP inh	STEP inh	TbMetRS inhib	NRP1-CendR mod	Neddyl block	NadD block	SUMO1 PPI mod	SKN-1 inh
CCOC(=O)Cc1csc(NC(=O)COc2ccc3c(C)cc(=O)oc3c2)n1
    0	14	3.5	8	-0.5	-17	/	6	13	3
C[C@H]1CN([C@@H](C)CO)S(=O)(=O)c2ccc(-c3ccncc3)cc2O[C@H]1CN(C)C(=O)c1cccc(F)c1
    4	/	0.1	-1	0.5	3	i	-3	0	-15
Cc1nnc(NC(=O)c2ccc3c(c2)OCO3)s1
    7	7	0.9	4	-1.2	13	i	3	24	10
CC1(C)Cc2ccccc2C2=C(C(=O)N3CCCCCC3)C(=O)C(=O)N21
    0	-6	-0.6	1	-0.5	-12	i	4	-2	0
COc1ccc(/C=C2/SC(=S)N(c3ccc(S(=O)(=O)Nc4nccs4)cc3)C2=O)cc1
    -3	-18	2.0	2	-0.3	-22	+	56*	9	8
O=C(O)C1CCN(C(=O)c2scc3c2OCCO3)CC1
    -2	-5	0.0	-4	-0.4	-6	i	0	4	10
O=C(CCn1c(=O)c2sccc2n(CC(=O)OCc2ccccc2)c1=O)NCc1ccco1
    2	9	-0.2	1	-0.6	-9	i	20	2	4
CCN(CC)S(=O)(=O)c1cccc(C(=O)Nc2cc(C)on2)c1
    0	1	-0.9	-2	-0.7	13	i	6	-6	3
Cc1ccc(C(=O)NCCc2ccc(F)cc2)s1
    5	2	-1.5	0	-0.4	-4	i	-2	-2	-6
O=C1S/C(=C\C=C\c2ccco2)C(=O)N1c1ccccc1
    9	20	13	4	-0.4	-29	i	11	-19	6
c1nc(N2CCC3(CC2)OCCO3)c2c3c(sc2n1)CCCC3
    -1	2	0.1	-1	-0.6	6	i	-2	1	-25
Clc1ccc(/C=C/c2nc(Cl)c(-c3ccc(Cl)cc3)c(Cl)n2)cc1
    2	2	1.4	2	1.3	8	+	-3	2	3
CN(C)S(=O)(=O)c1cccc(C(=O)OCC(=O)Nc2sccc2C#N)c1
    -2	-5	-1.4	2	-0.8	-34	i	-4	20	-2
COc1ccc(NC(=S)N2CCN(S(=O)(=O)c3ccccc3)CC2)cc1OC
    1	2	-0.2	3	0.1	9	i	5	-7	-11
CC[C@]12c3[nH]c4ccccc4c3CCN1C(=O)C(CC(=O)NCc1ccco1)C[C@@H]2C(=O)N1CCN(C(=O)c2ccco2)CC1 (stereo partly drawn)
    5	0	-2.6	0	0.2	0	i	7	-2	-4
O=C(CC(C(=O)N1CCc2ccccc21)n1ccnc1)NCc1ccccc1 (stereo not drawn)
    -1	-2	-1.3	-5	0.7	4	i	-3	1	13
CCOc1ccccc1C1NC(=O)NC(C)=C1C(=O)OCc1ccccc1 (stereo not drawn)
    0	-10	-0.4	1	0.0	-12	i	-1	1	17
CC(Oc1ccc(C#N)cc1)C(=O)c1ccc(F)c(F)c1 (stereo not drawn)
    -1	-4	-0.1	5	-0.3	2	i	-4	-3	-7
CCN(C[C@H]1N[C@@](C)(C(=O)OC)[C@H]2C(=O)N(Cc3ccccc3)C(=O)[C@@H]12)C(=O)NC(C)C
    5	-11	-1.3	0	1.2	-1	i	1	0	3
CCOc1ccccc1NC(=O)CSc1nnc(-c2ccccn2)n1Cc1ccco1
    -2	-11	-0.8	-2	0.0	-8	i	5	-2	-5
CC1SC(=NC(=O)c2ccncc2)NC1=O (stereo not drawn)
    4	-7	-1.6	1	-0.5	-1	i	-4	-3	-7
CS(=O)(=O)N(Cc1ccccc1)c1ccc(C(=O)NC2CCCCC2O)cc1 (stereo not drawn)
    1	4	-1.0	5	0.8	-21	i	-1	1	1
C=CCCC(=O)N1C[C@H]2CON(C)[C@H]2C[C@H]1c1ccccc1Br
    -5	-4	-0.9	-4	-0.2	13	i	1	6	-14
